Assay outcomes from PubChem.
CD11b adhes enh: increases human CD11b/CD18 adhesion to fibrinogen; P05107+P11215; activation, % at 10 µM; actives 0.07% (n = 93,000); K562 CD11b/CD18 adhesion to fibrinogen, ATPlite luminescence; AID 1499;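 active = 10 µM primary screen giving 50% or more activity, confirmed by 40% or more on retest at that dose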; also: strong numbers were not always called active
HUVEC inhibit: inhibitors of human endothelial cell proliferation; HUVEC proliferation, CellTiter-Glo luminescence, 72 h; stronger effect = lower value; viability, % at 10 µM (by protocol); actives 1.1% (n = 86,000); AID 648;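 active = viability at or below 30%; inactive = viability above 30%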;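 also: 100% = median luminescence of DMSO-only cell control wells on each plate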
MT1-MMP txn act: MT1-MMP promoter transcription activation | HT1080 MT1-MMP promoter luciferase reporter, luminescence, overnight; stronger effect = higher value | activation factor at 10 µM | actives 0.16% (n = 86,000) | AID 750;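 active = activation factor of at least 2 for MT1-MMP transcription at 10 µM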
ERb coact inh: blocks coactivator binding to human estrogen receptor beta; Q92731; TR-FRET ER-beta LBD / SRC1-Cy5 peptide binding; receptor agonist-loaded with 1 µM estradiol; inhibition, % at 25.6 µM; actives 1.3% (n = 86,000);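 active = compounds whose percent inhibition of the receptor-coactivator binding signal exceeds about 50% in the single-dose screen, limit read from the data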;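 also: 0% = receptor plus peptide wells without compound and 100% = peptide-only wells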
Target sequence (Q92731 whole entry, looked up, the tested form may be a part): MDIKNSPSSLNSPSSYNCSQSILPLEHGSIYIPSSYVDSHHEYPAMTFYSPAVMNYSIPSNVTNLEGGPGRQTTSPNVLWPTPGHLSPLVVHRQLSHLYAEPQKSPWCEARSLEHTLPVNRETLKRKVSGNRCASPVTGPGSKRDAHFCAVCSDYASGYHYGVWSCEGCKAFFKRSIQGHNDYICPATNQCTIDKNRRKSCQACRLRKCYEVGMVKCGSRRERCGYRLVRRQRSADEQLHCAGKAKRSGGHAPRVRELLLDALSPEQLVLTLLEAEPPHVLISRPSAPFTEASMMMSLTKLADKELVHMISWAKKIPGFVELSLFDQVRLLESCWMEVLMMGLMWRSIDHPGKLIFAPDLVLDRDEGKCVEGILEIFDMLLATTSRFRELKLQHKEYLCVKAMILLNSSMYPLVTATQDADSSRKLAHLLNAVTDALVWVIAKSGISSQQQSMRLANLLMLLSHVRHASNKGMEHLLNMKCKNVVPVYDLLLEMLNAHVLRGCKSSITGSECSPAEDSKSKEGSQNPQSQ
ERa SRC1 pot: enhances coactivator binding to human estrogen receptor alpha. P03372. TR-FRET ERalpha-LBD/SRC-Cy5 coactivator binding, 2 h; 100 = basal binding, no effect. coactivator binding (% of control), % at 25.6 µM. actives 1.3% (n = 86,000). AID 639; in the data active = activity above about 200%;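 also: binding measured in presence of low estradiol as agonist stimulus; 0% = peptide alone without receptor and 100% = receptor with peptide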
Lung fibro prol: blocks proliferation of human lung fibroblasts; LL 47 human lung fibroblast viability, ATP luminescence; stronger effect = lower value; actives 1.1% (n = 85,000); viability, % at 10 µM; AID 719;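 active = viability at or below 50% in the single dose screen; inactive = viability above 50%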;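 also: compound exposure lasted 72 h before the ATP readout; 100% = median luminescence of untreated cell-only wells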
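Material: human LL 47 lung fibroblast cells; quantity: 1,150 cells/well; medium: IMEM plus 15% FBS; doses: 0.1% DMSO in all compound wells; timing: overnight attachment after seeding, then 72 h compound exposure at 37 °C; detection: CellTiter-Glo luminescence; measure: % viability of median cell-only signal; controls: cell-only wells, no compound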
H69AR inhibit: blocks growth of human H69AR lung tumor cells; actives 6% (n = 85,000); H69AR lung tumor viability, ATP luminescence, 72 h; stronger effect = lower value; AID 598; viability, % at 10 µM;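 active = viability at or below 40%; inactive = viability above 40%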;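 also: multidrug resistant small cell line overexpressing MRP-1 efflux transporter; 100% = mean luminescence of untreated control wells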
ERa coact inh: ER-alpha (human) coactivator binding inhibition; P03372; TR-FRET ER-alpha LBD / SRC-1 peptide, estradiol-bound; inhibition, % at 25.6 µM; actives 1.7% (n = 86,000); AID 629; in the data active = inhibition above about 50%;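 also: 0% = receptor plus peptide control and 100% = peptide only without receptor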
Smad3 FoxH1 inh: inhibitors of human Smad3 transcription factor binding | P84022 | TR-FRET Smad3/Dy647-FoxH1 peptide binding, europium anti-His | AID 630 | actives 0.29% (n = 88,000) | inhibition, % at 25 µM;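 active = compounds that reduce the energy-transfer binding signal between the protein and its labelled peptide by more than half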;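 also: 0% = Smad3 plus labelled peptide maximal FRET and 100% = peptide-only background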
Target sequence (P84022 whole entry, looked up): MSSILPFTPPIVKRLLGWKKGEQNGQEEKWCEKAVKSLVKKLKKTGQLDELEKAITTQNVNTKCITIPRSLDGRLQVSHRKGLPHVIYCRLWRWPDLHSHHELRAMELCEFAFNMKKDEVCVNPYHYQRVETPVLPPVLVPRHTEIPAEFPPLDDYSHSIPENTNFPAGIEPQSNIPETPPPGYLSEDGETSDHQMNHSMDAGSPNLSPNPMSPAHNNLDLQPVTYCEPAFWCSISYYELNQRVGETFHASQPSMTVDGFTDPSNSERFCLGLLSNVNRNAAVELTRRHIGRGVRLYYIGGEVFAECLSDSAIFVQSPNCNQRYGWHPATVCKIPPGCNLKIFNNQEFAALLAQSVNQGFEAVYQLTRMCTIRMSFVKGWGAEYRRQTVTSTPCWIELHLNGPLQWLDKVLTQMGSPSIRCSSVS
Starred values were filed as active, the others as inactive; . = no result given; [ ] = dose if it differs, or a comment. The list is partial; the hit share may differ from the screen's.

SMILES | CD11b adhes enh | HUVEC inhibit | MT1-MMP txn act | ERb coact inh | ERa SRC1 pot | Lung fibro prol | H69AR inhibit | ERa coact inh | Smad3 FoxH1 inh
O=c1c(N2CCOCC2)nsnc1N1CCOCC1 | -4 | 100 | 1.3 | 2[fluorescence artefact?] | 115 | 98 | 94 | 2[fluorescence artefact?] | -2
CCCC(=O)Nc1nn(C)c2nc3cc(C)ccc3cc12 | -4 | 83 | 1.1 | 8[fluorescence artefact?] | 105[fluorescence artefact?] | 100 | 98 | 11 | -1
CC(C)(C)c1[nH]nc2c1C(Cc1ccccc1)C(C#N)=C(N)O2 (centres undefined) | . | 106 | 1.2 | -7 | 110 | 91 | . | -7 | 2
CCN(CC)C(=O)C(C)N(C#N)c1nc(NC(C)C)nc(NC(C)C)n1 (centres undefined) | 4 | 114 | 1.2 | -7[fluorescence artefact?] | 117 | 96 | 55 | -1 | 30[fluorescence artefact?]
COc1ccc(C(=O)N2CCCCC2)cc1S(=O)(=O)Nc1ccccc1 | . | 93 | 1.1 | -3 | 91 | 100 | 92 | -4 | 6
CCCn1nc(C(=O)NCCN2CCOCC2)c2ccccc2c1=O | -4 | 96 | 1.1 | -1 | 108 | 95 | 99 | 0 | 7
S=C(c1ccc2c(c1)OCO2)N1CCCCCC1 | 0 | 90 | 1.1 | -7 | 96 | 94 | 89 | -2 | -9
O=c1c2cccc3c(N4CCOCC4)ccc(c32)c2nc3ccccc3n12 | 3 | 50 | 1.5 | 3 | 190[fluorescence artefact?] | 93 | 28* | 5 | 4
COc1ccc(N2CCN(Cc3cc(=O)oc4cc(C)c(Cl)c(C)c34)CC2)cc1 | . | 93 | 1.1 | -4 | 114 | 100 | 47 | -1 | 9[fluorescence artefact?]
COc1ccc(C(=O)NC2CCN(C(=O)NC3CCCCC3)CC2)cc1 | 2 | 101 | 1.2 | -8 | 126 | 100 | . | -2 | -3
CCOC(=O)C1CCN(C(=O)CC(NS(=O)(=O)c2ccc(OC)cc2)C(C)C)CC1 (centres undefined) | -2 | 91 | 1.1 | -1 | 118[fluorescence artefact?] | 94 | 83 | -3 | -1
COCc1cc(C)c2c(N)c(C#N)sc2n1 | -3 | 86 | 1.1 | -3 | 120 | 98 | 77 | -1 | -6
CC1CC(C(O)c2ccccn2)C(=O)C(C(O)c2ccccn2)C1 (centres undefined) | . | 89 | 1.2 | -26 | 88 | 91 | 84 | -44 | -1
Cc1noc(C)c1S(=O)(=O)N1CCC(C(=O)NCCN2CCC(C)CC2)CC1 | -1 | 101 | . | 10 | 141 | 106 | 92 | -11 | 1
CSc1ccccc1NC(=O)c1cc(-c2cccs2)on1 | 4 | 112 | 1.7 | 9[fluorescence artefact?] | 114 | 109 | 61 | 4 | 5[fluorescence artefact?]
O=C(CN1CCN(c2ccccn2)CC1)Nc1ccccc1 | -4 | 103 | . | 4 | 104 | 104 | 91 | 14 | -3
O=C(CCSCCC(=O)NCc1ccccc1)NCc1ccccc1 | 0 | 104 | 1.1 | -3 | 111[fluorescence artefact?] | 100 | 100 | 1 | -5
COc1ccc(N(C(=O)c2ccco2)C(C(=O)NC2CCCC2)c2ccc(N(C)C)cc2)cc1OC (centres undefined) | . | 112 | 1 | -7[fluorescence artefact?] | 128 | 98 | 80 | 1 | -7
CCC(C)[C@H](N)c1nnc(SCC(=O)c2ccc(Cl)cc2)o1 (some centres undefined) | -2 | 100 | 1.2 | -22 | 106 | 96 | 103 | -11 | 10
COc1ccc(N2C(=O)CSC23C(=O)Nc2ccccc23)cc1OC (centres undefined) | 4 | 80 | 1.3 | 9[fluorescence artefact?] | 99 | 89 | 100 | 10 | 4
CN(C)C(CNC(=O)C1CCCN(C(=O)c2ccc(Cl)cc2)C1)c1ccco1 (centres undefined) | 0 | 99 | 1.1 | 2 | 109 | 102 | 98 | -4 | 6[fluorescence artefact?]
Cc1ccc(/C=c2\sc3nc(-c4ccco4)nn3c2=O)o1 | -4 | 86 | 1.1 | 64*[fluorescence artefact?] | 113[fluorescence artefact?] | 100 | 84 | 70* | 0[fluorescence artefact?]
COc1cc2nc(SCC(N)=O)n(CCC3=CCCCC3)c(=O)c2cc1OC | 1 | 75 | 1.1 | 11[fluorescence artefact?] | 91[fluorescence artefact?] | 94 | 65 | 25[fluorescence artefact?] | -7
CC(c1ccccc1)N1CC(C(=O)NC2CCCC2)CC1=O (centres undefined) | -7 | 103 | 1.2 | 2 | 95 | 96 | 104 | 4 | 6
N#Cc1ccc(CSCC(=O)O)cc1 | -1 | 96 | 1.1 | 2 | 151 | 94 | 93 | -5 | 1
CCCCNC(=O)C1COc2ccccc2O1 (centres undefined) | 2 | 105 | 1.1 | -2[fluorescence artefact?] | 115 | 104 | 96 | 9[fluorescence artefact?] | -6
CCOc1ccccc1N(C(=O)c1snc(C(N)=O)c1N)C(C(=O)NC1CCCC1)c1ccco1 (centres undefined) | -4 | 91 | 1.2 | -6 | 104 | 94 | 62 | 7 | 10[fluorescence artefact?]
COc1ccc(N(CC(=O)NC2CCCC2)C(=O)Cn2nnc(-c3ccc(C)cc3)n2)cc1 | . | 97 | 1.1 | 4 | 102 | 101 | 96 | -6 | -1
CSc1nc(C)cc(Oc2ccc(=O)n(C)n2)n1 | -1 | 89 | 1.2 | 1 | 95 | 91 | 91 | 0 | -5
Cn1c2ccccc2c2c(C(=O)O)cn(C3CCCC3)c(=O)c21 | -4 | 95 | 1.2 | 1 | 80 | 98 | 87 | -1 | 5

Full records, quoted from the list. Order of values: CD11b adhes enh, HUVEC inhibit, MT1-MMP txn act, ERb coact inh, ERa SRC1 pot, Lung fibro prol, H69AR inhibit, ERa coact inh, Smad3 FoxH1 inh
Listed for CCCC(=O)Nc1nn(C)c2nc3cc(C)ccc3cc12 → -4, 83, 1.1, 8[fluorescence artefact?], 105[fluorescence artefact?], 100, 98, 11, -1
Listed for COc1ccc(N(CC(=O)NC2CCCC2)C(=O)Cn2nnc(-c3ccc(C)cc3)n2)cc1 → ., 97, 1.1, 4, 102, 101, 96, -6, -1

Look-ups from above.
Entry of CCCCNC(=O)C1COc2ccccc2O1 (centres undefined) under CD11b adhes enh: 2
Entry of CC1CC(C(O)c2ccccn2)C(=O)C(C(O)c2ccccn2)C1 (centres undefined) under Lung fibro prol: 91
Entry of N#Cc1ccc(CSCC(=O)O)cc1 under HUVEC inhibit: 96

(continued)
SMILES | CD11b adhes enh | HUVEC inhibit | MT1-MMP txn act | ERb coact inh | ERa SRC1 pot | Lung fibro prol | H69AR inhibit | ERa coact inh | Smad3 FoxH1 inh
CCOC(=O)c1c(C)n(C)c2ccc(OC)c(NS(=O)(=O)c3ccc(Cl)s3)c12 | 0 | 91 | . | -7[fluorescence artefact?] | 137 | 89 | 61 | -1 | 12
CC(C)(C)NC(=O)C(c1ccco1)N(C(=O)c1ccc(CN2CCOCC2)o1)c1ccccc1 (centres undefined) | -6 | 91 | 0.9 | -19[fluorescence artefact?] | 104 | 99 | 93 | -19 | 3
COc1cc(S(=O)(=O)n2nnc3ccccc32)c(OC)cc1Cl | . | 96 | 0.9 | -12 | 87 | 100 | 75 | -4 | 4
COc1cc2c(cc1OC)C(c1cc3cc4c(cc3[nH]c1=O)OCO4)N(C(=O)C1CC1)CC2 (centres undefined) | . | 89 | 1.3 | -22 | 89 | 100 | 84 | -15 | 9
COc1ccc(N2CCN(C(=O)NC3CCCCC3)CC2)cc1 | . | 93 | 1 | -6 | 106 | 97 | 87 | -8 | 10[fluorescence artefact?]
Cc1ccc(OCc2nnc(NC(=O)Cc3cccs3)s2)cc1 | . | 98 | 1.2 | 34 | 70 | 101 | 98 | 45 | -5
CCOC(=O)c1nc2cc3n(c(CC(C)C)c-2c1C)CC(C)=C3C | . | 92 | 1.2 | 6 | 117 | 106 | 78 | 13 | -4
O=C1c2ccccc2-c2c1cccc2C(=O)N1CCCCC1 | . | 102 | 1.3 | -7 | 106 | 104 | 91 | -3 | 3
COc1ccc(N(CC(=O)NCCSCc2c(F)cccc2Cl)S(C)(=O)=O)cc1OC | -2 | 103 | 1.1 | 24 | 118 | 98 | 93 | 2 | 2
O=C(CC(c1ccco1)C1CCCCC1=O)c1ccco1 (centres undefined) | -7 | 93 | 1.1 | 9[fluorescence artefact?] | 94 | 103 | 99 | 9 | 1
COc1cccc(/C=N/NC(=O)CO/N=C(\C)c2cccs2)c1OC | . | 104 | 1.2 | 0 | 101 | 99 | 97 | 1 | -4
Cc1ccc(SC(=O)COc2ccccc2C)cc1 | -2 | 73 | . | 11 | 84 | 94 | 1.7* | 11 | 4
O=C(O)C1CCCCC1C(=O)Nc1cc(Cl)ccc1Cl (centres undefined) | . | 94 | 1.2 | -2 | 114 | 106 | 87 | -6 | 9[fluorescence artefact?]
Cc1ccc(-c2nnc3sc(-c4ccncc4)nn23)cc1 | -7 | 87 | 1 | -33 | 96 | 100 | 82 | -25 | 23[fluorescence artefact?]
CCC1(C)Cc2c(sc3nc(SC)n(Cc4ccccc4)c(=O)c23)CO1 (centres undefined) | 13 | 123 | 1.6 | -1 | 96 | 94 | 97 | -6 | -16
Cc1cc(C(C)(C)C)oc1C(=O)Nc1ccc(CC(=O)O)cc1 | 4 | 106 | 0.9 | 1 | 110 | 98 | 89 | -3 | -2
COc1ccc(CCNC2CC(=O)N(CCc3ccccc3)C2=O)cc1OC (centres undefined) | -2 | 100 | 1.1 | 9[fluorescence artefact?] | 129 | 104 | 102 | 10 | 1
CCCCN1C(=O)N(C)C2C1N(C)C(=O)N2CCCC (centres undefined) | . | 96 | 1.1 | -8 | 98 | 105 | 90 | 1 | -4
COc1ccccc1C1C=C(c2ccc(Cl)cc2)Nc2nc(NS(C)(=O)=O)nn21 (centres undefined) | 1 | 94 | 1.1 | 6 | 98 | 94 | 89 | 5 | -10
O=C(Nc1ccc2c(c1)OCO2)N1CCN(c2cccc(C(F)(F)F)c2)CC1 | 0 | 92 | 1.2 | -36 | 93 | 90 | 93 | -48 | 4
CCOC(=O)Cc1csc(NC(=O)CSc2nnnn2-c2ccc(CC)cc2)n1 | -4 | 95 | 1.1 | -2 | 83 | 104 | 93 | 0 | 15[fluorescence artefact?]
CC(O)c1nc2ccccc2n1C1CCCCC1 (centres undefined) | 2 | 106 | 1.3 | -2 | 92 | 102 | 106 | -7 | 0
Brc1ccc(Sc2cnc3ccccc3n2)cc1 | -1 | 108 | . | -11 | 132 | 98 | 97 | 4 | 3
CC(C)C(=O)Nc1cccc(NC(=O)CCN2C(=O)c3ccccc3S2(=O)=O)c1 | -2 | 89 | 1.1 | -8 | 108 | 92 | 87 | -11 | -3
C(#CCN1CCOCC1)COCCCOC(c1ccccc1)c1ccccc1 | -3 | 103 | 1.2 | -7 | 98 | 95 | 82 | -3 | 0
Cc1c(CN(C)C(=O)c2ccc(Br)o2)cnn1C | . | 96 | 1.1 | 3 | 112 | 102 | 105 | -7 | 2
CCn1cc(C(=O)NC2CCCC2)c(=O)c2cc(S(=O)(=O)N3CCOCC3)ccc21 | . | 92 | 1.1 | 3 | 116[fluorescence artefact?] | 98 | 86 | -4 | 6
CCCCOc1[nH]c2nc(-c3ccco3)n(Cc3ccco3)c(=N)c2c1C#N | 1 | 86 | 1.1 | 43[fluorescence artefact?] | 81[fluorescence artefact?] | 94 | 54 | 29[fluorescence artefact?] | 7
C[C@@H](NC(=O)c1coc(=O)c(Br)c1)c1ccccc1 | . | 83 | 1.4 | -22 | 101[fluorescence artefact?] | 54 | 3.7* | -28 | 4
O=C(NCc1ccco1)C1CCN(Cc2ccc(F)cc2)CC1 | -1 | 98 | 1 | -13 | 97 | 101 | 90 | -4 | -3
